Growth percent in the NCI-60 one-dose screen (48 h, 10 µM unless noted): 100 = growth as untreated, 0 = no growth, -100 = all killed.
NCI-H460: NCI-H460 lung cancer; 82,000 tested, 6.8% active; AID 1794736
HCT-15: HCT-15 colon cancer. 82,000 tested, 5.2% active
SW-620: SW-620 colon cancer; 82,000 tested, 5.2% active; AID 1794795
NCI-H322M: NCI-H322M lung cancer; AID 1794733; 80,000 tested, 2.7% active
NCI-H522: NCI-H522 lung cancer | 78,000 tested, 8% active | AID 1794739
HT29: HT29 colon cancer; AID 1794748; 81,000 tested, 7.4% active
NCI-H23: NCI-H23 lung cancer | 80,000 tested, 4% active
COLO 205: COLO 205 colon cancer; 79,000 tested, 7.3% active
NCI-H226: NCI-H226 lung cancer | AID 1794732 | 79,000 tested, 3.5% active
The depositor's hits bear a star; · = no result given; & = joins results of further samples; [ ] = another dose, or the depositor's remark. How the source made its calls: active means growth percent below 10; inactive means the rest.

1) CCS(=O)(=O)NC(CO)C(=O)O (stereo unspecified)
2) CCOC(=O)C1=C(C)NC(C)=C(C(=O)OCC)C1
3) CCOC(=O)CC1CSC(N/N=C(\C)c2ccc3ccc(OC)cc3c2)=N1 (stereo unspecified)
4) CC(C)=NOC(=O)Nc1ccc(F)cc1
5) O=C1c2c(O)cc(O)cc2OC(c2ccc(O)c(O)c2)C1O (stereo unspecified)
6) O=c1c2ccccc2c2nc3ccc4c(=O)c5ccccc5c5nc6ccc1c2c6c3c45
7) O=C(Nc1ccccc1)Nc1ccc(NC(=O)c2cc(=O)[nH]c3ccccc23)cc1
8) CCOC(=O)c1cc(C(=O)c2cc(OC)cc(OC)c2)n2ccc(-c3cc[n+](CC(=O)c4cc(OC)cc(OC)c4)cc3)cc12
screen / no.,1,2,3,4,5,6,7,8
NCI-H522,88.0,106.2&103.7,90.2,97.2,·,107.9,69.4,93.9
NCI-H322M,104.1,101.6&108.3,105.0,93.4,126.4,110.5,99.6,98.9
COLO 205,117.5,96.4&126.0,116.4,96.5,118.6,91.8,100.2,111.9
NCI-H23,104.3,92.2&103.1,98.3,98.1,·,96.9,78.6,95.2
HCT-15,93.7,90.8&108.0,105.8,94.9,108.1,103.7,99.9,100.9
NCI-H460,104.2,98.2&107.1,105.6,105.6,107.2,100.3,94.5,101.7
SW-620,96.2,96.9&91.9,98.4,103.1,103.6,95.6,97.4,100.7
HT29,100.9,102.0&100.8,93.3,91.1,110.3,110.1,54.4,92.5
NCI-H226,95.8,96.4&96.7,94.1,87.2,108.5,·,96.6,94.8

9) CC(C)CC(NC(=O)C(CCCN=C(N)N)NC(=O)OCc1ccccc1)C(=O)NC(CNC(=O)/C=C/c1ccccc1)C(C)C (stereo unspecified)
10) CCCCCCCCCCCN
11) NC(N)=NCCCCCNc1noc(Cc2c[nH]c3ccccc23)n1
12) COC(=O)c1ccc(CSc2nc(=O)n(Cc3ccc(F)cc3)c(=O)[nH]2)cc1
13) CC(C)C(NC(=O)OCc1ccccc1)C(=O)NC(Cc1c[nH]c2ccccc12)C(=O)O (stereo unspecified)
14) COc1ccc(/C=N/NC(=O)c2ccc(Br)o2)cc1
15) OCc1cnccc1N1CCC(OCc2ccccc2)C1 (stereo unspecified)
16) CCOC(=Nc1ccc([N+](=O)[O-])cc1)SC(c1ccccc1)(c1ccccc1)c1ccccc1
screen / no.,9,10,11,12,13,14,15,16
NCI-H522,98.7,99.7,92.9,·,·,101.7,95.4,89.8
NCI-H322M,104.1,105.7,96.8,117.5,74.8,113.3,104.1,93.8
COLO 205,117.0,103.0,95.8,124.7,101.7,95.5,113.6,103.4
NCI-H23,108.8,106.6,96.6,101.9,99.4,96.8,99.5,99.8
HCT-15,96.5,99.4,104.0,101.7,103.3,104.6,104.0,94.1
NCI-H460,107.7,104.6,102.4,104.9,104.3,105.5,101.3,105.4
SW-620,105.3,99.9,94.6,100.7,103.4,110.9,95.4,99.9
HT29,108.8,97.9,98.7,102.0,93.5,118.3,100.9,105.1
NCI-H226,100.4,97.8,102.7,·,94.4,116.2,92.1,85.2

Reprinted, entries 14–16
14) COc1ccc(/C=N/NC(=O)c2ccc(Br)o2)cc1
15) OCc1cnccc1N1CCC(OCc2ccccc2)C1 (stereo unspecified)
16) CCOC(=Nc1ccc([N+](=O)[O-])cc1)SC(c1ccccc1)(c1ccccc1)c1ccccc1
screen / no.,14,15,16
NCI-H522,101.7,95.4,89.8
NCI-H322M,113.3,104.1,93.8
COLO 205,95.5,113.6,103.4
NCI-H23,96.8,99.5,99.8
HCT-15,104.6,104.0,94.1
NCI-H460,105.5,101.3,105.4
SW-620,110.9,95.4,99.9
HT29,118.3,100.9,105.1
NCI-H226,116.2,92.1,85.2

(further entries)
17) C[C@@H]1CC=C2[C@H](CC[C@H](O)C2(C)C)[C@@]1(C)CCc1ccoc1
18) Cc1cccc2sc(/N=C(\N)C(Br)Br)nc12
19) O=C(CCl)NC1(C(=O)O)CCCC1
20) CCCc1cc(=O)oc2c(C(=O)CC(C)C)c(O)c(CC=C(C)C)c(O)c12
21) O=C1/C(=C/C2C=Nc3ccccc32)SC(c2ccc(Cl)cc2Cl)N1n1cnnc1 (stereo unspecified)
22) COc1ccc(Nc2ncc3c(=O)[nH]ccc3n2)cc1
23) O=C(O)c1ccc(CCCc2ccccc2)cc1
24) Cc1ccc2ccc3ccccc3c2c1
screen / no.,17,18,19,20,21,22,23,24
NCI-H522,87.7,-76.0*,97.3&88.1,16.0,88.2,94.8,·,107.4
NCI-H322M,100.0,48.8,107.5&103.3,22.3,94.3,109.6,108.5,85.6
COLO 205,100.8,27.0,107.7&109.1,50.3,·,119.5,98.2,107.6
NCI-H23,101.6,·,108.4&99.3,-29.1*,95.8,107.0,93.3,105.2
HCT-15,105.9,-36.5*,98.8&100.8,16.9,96.4,101.3,106.3,98.4
NCI-H460,108.9,1.4*,111.3&114.9,15.8,105.9,102.1,104.8,105.6
SW-620,102.0,-40.2*,104.1&110.3,27.4,98.4,104.7,101.9,106.0
HT29,96.5,-30.4*,95.1&99.5,57.3,97.2,93.1,117.1,110.3
NCI-H226,98.8,42.8,·,23.5,94.7,120.8,103.7,96.8

25) COc1ccc(C2CC(c3ccc(Nc4nc(NCCO)nc(Nc5ccc(Cl)cc5)n4)cc3)=NN2c2cc(Cl)cc(Cl)c2)cc1 (stereo unspecified)
26) Cc1ccc2nc(N)[nH]c2c1
27) COc1cccc2c1N(C)CCC2N1CCCC1=O (stereo unspecified)
28) Cc1ccc(N2CCN(C3=C(Cl)C(=O)c4ncccc4C3=O)CC2)cc1
29) Cc1cc2n(n1)-c1ccc(C#N)cc1Oc1ccccc1-2
30) COc1ccc(N2CCN(C3=C(Cl)C(=O)c4ncccc4C3=O)CC2)cc1
31) Cn1cc(-c2cc3ncnc(Nc4ccc(CC(=O)Nc5nc(C(C)(C)C)cs5)cc4)c3s2)cn1
32) O=C1CCC(Nc2ccc3cccc(O)c3n2)N1 (stereo unspecified)
screen / no.,25,26,27,28,29,30,31,32
NCI-H522,99.7,104.1,104.9,45.2,96.4,-9.7*,36.9,96.0
NCI-H322M,87.2,107.2,91.9,97.4,106.5,97.2,43.8,98.3
COLO 205,·,109.0,106.3,75.3,103.7,30.5,65.8,115.1
NCI-H23,92.1,96.9,106.2,35.6,87.9,55.9,47.5,98.0
HCT-15,96.2,103.6,97.2,21.0,95.5,17.1,26.6,94.4
NCI-H460,97.3,97.3,107.6,44.8,97.1,52.7,54.3,113.1
SW-620,96.1,100.3,110.1,-79.7*,92.7,-4.7*,53.8,104.6
HT29,99.6,108.9,108.5,105.7,106.0,87.3,49.9,99.4
NCI-H226,·,103.4,101.5,93.2,93.0,94.0,32.9,113.0

33) C[Se]C(=O)CC1=C2C=C(F)C=CC2/C(=C\c2ccc(S(C)=O)cc2)C1C (stereo unspecified)
34) CSc1nc(Cl)c2cc(-c3ccc(Cl)cc3)[nH]c2n1
35) N=C(N)NCCC[C@@H]1NC(=O)c2ccc(nc2)-c2ccc(cn2)NC(=O)CCNC(=O)[C@H](CCCNC(=N)N)NC(=O)[C@H](CCCNC(=N)N)NC(=O)[C@H](CCCNC(=N)N)NC(=O)c2ccc(nc2)-c2ccc(cn2)NC(=O)CCNC(=O)[C@H](CCCNC(=N)N)NC(=O)[C@H](CCCNC(=N)N)NC1=O
36) c1nc(SC2CCCC2)c2[nH]cnc2n1
37) CCN(CC1CCN(C(C)(C)Cc2cccc(F)c2)CC1)C(=O)c1cc2ccccc2[nH]1
38) Nc1nccc2c1ccn2-c1cccc(NC(=O)Nc2ccc(Cl)c(Cl)c2)c1
39) Cn1c(Cn2nc(-c3ccccc3)ccc2=O)n[nH]c1=S
40) O=C(O)c1ccc(N=Nc2ccccc2)cc1
screen / no.,33,34,35,36,37,38,39,40
NCI-H522,12.9,75.8,71.7[5 µM],77.1,82.7,51.9,93.9,87.4
NCI-H322M,14.1,98.3,85.3[5 µM],102.7,83.8,78.9,113.9,103.1
COLO 205,-17.4*,114.4,·,88.5,50.5,69.9,119.9,110.8
NCI-H23,13.5,88.2,93.8[5 µM],107.5,59.1,88.3,100.0,98.9
HCT-15,15.0,103.2,106.0[5 µM],104.9,81.8,63.9,95.2,107.9
NCI-H460,-1.0*,96.8,89.7[5 µM],97.0,89.8,71.0,105.5,105.2
SW-620,4.5*,93.4,100.8[5 µM],98.4,85.7,111.9,106.1,102.2
HT29,13.8,87.4,100.9[5 µM],98.7,36.6,45.9,114.2,101.2
NCI-H226,1.2*,76.5,83.3[5 µM],94.5,54.0,93.3,98.9,103.4

41) Cc1ccc2c(c1)c1nc3cc(C)c(C)cc3nc1n2CCN(C)C
42) O=C1c2cccc3cccc(c23)C(=O)N1N1C(=O)c2cccc3c(-c4ccc(Cl)cc4)ccc(c23)C1=O
43) CCOC(=O)c1cc2c(n1Cc1cc(OC)c(OC)c(OC)c1)-c1oncc1CCC2
44) CC1=CNC(=O)/C1=C\c1cc(=O)oc2ccc(Cl)cc12
45) Cn1c(=O)[nH]c2nc(SCC(=O)Nc3ccc(C(=O)/C=C/c4cccc([N+](=O)[O-])c4)cc3)[nH]c2c1=O
46) O=S(=O)(O)Sc1ccccc1
47) C/C=C/C1=C(C)C(=O)[C@H](O)O1
48) CCOC(=O)N(CCCCCCNC(c1ccccc1)S(=O)(=O)O)c1ccccc1 (stereo unspecified)
screen / no.,41,42,43,44,45,46,47,48
NCI-H522,31.2,102.5,5.1*,88.8,91.9,105.2,82.2,115.8
NCI-H322M,16.3,105.3,50.7,104.2,99.0,91.9,108.0,95.2
COLO 205,-5.2*,111.8,-39.9*,113.7,116.7,117.6,116.2,127.0
NCI-H23,13.5,112.2,21.5,99.2,102.2,105.8,99.9,104.3
HCT-15,3.2*,105.5,16.9,104.0,97.6,104.0,101.6,113.1
NCI-H460,9.1*,109.8,5.7*,101.6,106.6,113.8,108.4,100.4
SW-620,12.5,104.5,21.5,107.2,99.7,104.0,102.7,97.7
HT29,19.0,110.7,4.6*,103.6,103.3,108.5,92.9,106.5
NCI-H226,7.7*,101.3,·,99.2,103.6,117.7,100.1,90.9

49) CC(C)(C)n1cc(-c2ccnc(NCCCNS(=O)(=O)c3ccc(O)cc3)n2)c(-c2ccc(Cl)c(O)c2)n1
50) Cc1cc(C(c2ccc(Nc3ccccc3)cc2)c2ccc(Nc3ccccc3)cc2)ccc1Nc1ccccc1
51) NC1=NNC(c2ccccc2O)N1C(Cc1c[nH]c2ccccc12)C(=O)O (stereo unspecified)
52) CC1=CC(=O)Nc2ncccc2O1
53) O=c1oc2ccccc2cc1Cl
54) COc1cc(CNC(=O)CCCC(C)=CCC/C=C/CCC=C(C)CC/C=C(\C)CCC=C(C)C)ccc1O
55) CC(=O)OCCc1ccccc1
56) COc1cc(/C=C/C(=O)c2ccc(NC(=O)N3CCN(c4cc5c(cc4F)c(=O)c(C(=O)O)cn5C4CC4)CC3)cc2)cc(OC)c1OC
57) CCC(=O)OC1CCC2C3CCC(=O)OC3C(C)(CCC(=O)O)CC12C (stereo unspecified)
screen / no.,49,50,51,52,53,54,55,56,57
NCI-H522,85.1,64.2,93.3,99.5,98.9,78.9,84.7,89.9,24.7
NCI-H322M,90.4,111.6,83.1,106.7,98.8,89.7,103.5,86.5,·
COLO 205,124.2,74.8,107.5,106.6,114.3,112.7,·,99.4,41.7
NCI-H23,89.2,89.1,89.4,102.7,109.5,96.7,86.9,73.6,33.1
HCT-15,92.5,84.4,94.7,109.4,99.3,83.9,107.4,90.2,24.2
NCI-H460,71.2,80.6,100.4,109.8,120.2,98.8,109.7,47.9,42.6
SW-620,109.4,64.5,99.4,104.0,105.3,98.2,105.3,85.1,-11.3*
HT29,93.9,54.2,103.9,96.6,102.8,97.8,106.8,62.4,4.4*
NCI-H226,101.6,105.3,85.2,106.7,101.6,101.6,107.8,85.2,60.1

Source: PubChem BioAssay
